# RAD52 inh: RAD52 DNA annealing inhibitors, primary screen, biochemical, FRET, single point, set 2; recombinant RAD52 DNA annealing, FRET fluorescence; inhibition, % at 18.7 µM; 0.46% of 360,000 active; AID 651710, 2012;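 active = every replicate showing at least 50% inhibition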
# RAD54 inh: inhibitors of human RAD54 branch migration, primary screen, biochemical, fluorescence, single point; inhibition, % at 10.4 µM; RAD54 Holliday junction branch migration, FAM/BHQ fluorescence; 0.14% of 360,000 active;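 active = mean normalized replicate activity at least 40 and at least half of replicates scoring 40 or more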;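 also: 0% = median of neutral control wells and 100% = median of positive control wells; inhibitors cause a drop in the FAM fluorescence signal; in these data hits start at about 50%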
# ERp5 inh: inhibitors of ERp5-driven insulin aggregation, primary screen, biochemical, turbidity, absorbance 650 nm, single point | Protein disulfide-isomerase A6 (Homo sapiens), Q15084 | 90 min | inhibition, % at 9.99 µM | 0.05% of 350,000 active | AID 651711, 2012;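 active = mean replicate inhibition above about 25%, with every replicate also reaching it, limit read from the data, passing the limit was not always enough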
# ARNT-TACC3 inh: disruptors of ARNT/TACC3 protein interaction, primary screen, biochemical, AlphaScreen, single concentration | 0.66% of 390,000 active | AlphaScreen His-ARNT PAS-B/GST-TACC3 binding, luminescence; TACC3 fragment carries E629A point mutation | inhibition, % at 9.99 µM | Transforming acidic coiled-coil-containing protein 3 (Homo sapiens), Q9Y6A5;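 active = mean inhibition of replicates at least 50% and at least half of replicates each reaching 50%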;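 also: 0% = complete ARNT plus TACC3 wells and 100% = ARNT alone without TACC3; many hits fall short of the cut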
# PglD DTNB: C. jejuni PglD acetyltransferase inhibitors, primary screen, biochemical, DTNB colorimetric, single point; 0.098% of 360,000 active; purified PglD enzyme, DTNB colorimetric CoA detection; inhibition, % at 12.5 µM; in the data active = inhibition above about 16%, passing the limit was not always enough; also: strong numbers were not always called active
# Casp6 inh: human caspase-6 inhibitors, primary screen, biochemical, VEID-R110 fluorescence, single point, set 2; P55212; purified caspase-6, Z-VEID-R110 cleavage fluorescence; inhibition, % at 12.5 µM; 0.53% of 350,000 active; AID 686996, 2013;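 active = mean inhibition across replicates at least about 35%, with every replicate also reaching that limit, limit read from the data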;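 also: 0% = median of neutral control wells and 100% = no fluorescence left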
# Target sequence (P55212 24-179 limits assumed): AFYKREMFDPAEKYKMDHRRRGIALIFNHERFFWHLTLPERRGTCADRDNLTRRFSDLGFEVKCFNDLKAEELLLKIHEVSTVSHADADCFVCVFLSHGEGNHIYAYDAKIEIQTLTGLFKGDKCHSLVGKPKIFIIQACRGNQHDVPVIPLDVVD
# Target sequence (P55212 194-293 limits assumed): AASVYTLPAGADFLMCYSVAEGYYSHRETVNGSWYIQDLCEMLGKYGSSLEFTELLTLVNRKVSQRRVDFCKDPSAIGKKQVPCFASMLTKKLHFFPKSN
# E-sel inducer: E-selectin induction in HUVECs, primary screen, imaging, HUVEC, immunofluorescence imaging, single point | activation, % at 7.58 µM | 0.37% of 260,000 active | P16581 | normalized: neutral wells 0, TNF-alpha wells 100 | AID 686992, 2013;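 active = mean E-selectin-positive cell signal at least 10% of the positive control, reached in at least 60% of replicates, without over 20% cell loss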;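 also: in these data hits start at about 27%; measured in HUVEC primary endothelial cells; signal is the percent of cells scored E-selectin positive by PE staining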
# Target sequence (P16581 whole entry, looked up): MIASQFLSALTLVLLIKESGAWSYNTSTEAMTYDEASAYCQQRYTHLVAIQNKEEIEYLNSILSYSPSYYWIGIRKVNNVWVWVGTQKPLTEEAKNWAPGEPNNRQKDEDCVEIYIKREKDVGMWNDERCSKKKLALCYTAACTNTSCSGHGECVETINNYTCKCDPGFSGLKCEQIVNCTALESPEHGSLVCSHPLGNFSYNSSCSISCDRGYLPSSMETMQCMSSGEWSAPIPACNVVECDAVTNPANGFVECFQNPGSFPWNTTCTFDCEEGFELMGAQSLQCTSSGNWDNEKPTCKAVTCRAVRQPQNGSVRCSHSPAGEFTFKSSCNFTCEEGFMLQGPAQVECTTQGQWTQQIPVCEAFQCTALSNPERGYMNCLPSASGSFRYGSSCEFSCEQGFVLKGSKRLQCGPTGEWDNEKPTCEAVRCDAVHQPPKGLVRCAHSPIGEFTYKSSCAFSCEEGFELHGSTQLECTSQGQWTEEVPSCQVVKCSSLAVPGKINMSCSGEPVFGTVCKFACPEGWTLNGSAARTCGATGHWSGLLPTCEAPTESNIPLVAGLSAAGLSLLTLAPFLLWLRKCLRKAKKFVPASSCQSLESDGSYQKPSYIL
#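 Test system: HUVEC | Signal: Immunofluorescence imaging | Read-out: Percent E-selectin-positive cells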
# esBAF inh: Bmi1 luciferase reporter increase in mESCs, primary screen, esBAF inhibitor project, mouse ES cells, Bmi1 luciferase knock-in, single point. reporter increase, % at 12.5 µM. 24 h; 100% = twice the neutral-well signal. 2% of 350,000 active. AID 602393, 2012; in the data active = activation above about 40%;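 also: 0% = median of the plate's neutral control wells and 100% = double that signal; a rise in the Bmi1 reporter signal indicates esBAF inhibition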
# * hit, by the source's call; i = inactive; . = no result given; & = joins results of further samples.
# Sample of the layout (14 entries):
1: COc1ccc(-c2cc(C(=O)Nc3cc(C)nn3-c3ccccc3)no2)cc1
2: O=[N+]([O-])c1ccc(C[n+]2cccc(O)c2)cc1
3: CCC(C)C(=O)Nc1nc2c(s1)C(=O)CC(C)(C)C2 (centres undefined)
4: CCS(=O)(=O)Nc1ccc2c(c1)C(=O)N(C)[C@H]1CC[C@@H](CC(=O)N[C@H]3CCN(Cc4ccccc4)C3)O[C@@H]1CO2
5: O=C(Nc1cc(Cl)ccc1N1CCOCC1)c1ccc(=O)[nH]c1
6: CSc1ccc(CN2CCC(C)(Oc3ccccc3)C2)cc1 (centres undefined)
7: CC(C)CN1C(=O)CN(S(C)(=O)=O)CC1(C)C(=O)NC(C)C (centres undefined)
8: CC(=O)N[C@H]1CC[C@H](CCNC(=O)C2CCCC2)O[C@@H]1CO
9: CC(C)CC#Cc1cnc2c(c1)C(=O)N([C@H](C)CO)C[C@@H](C)[C@H](CN(C)Cc1cncnc1)O2
10: O=C(Nc1ccc(Cl)cc1)c1ccc2nsnc2c1
Assay by compound	1	2	3	4	5	6	7	8	9	10
RAD52 inh	.	-8	2	.	-6	-2	-10	6	10	-11
RAD54 inh	-11	-5	-10	-7	-3	-5	.	-5	-10	1
ERp5 inh	.	3	4	.	5	-2	-5	3	-2	-2
ARNT-TACC3 inh	2	1	15	.	28	.	.	0	-7	-6
PglD DTNB	-4	-7	-1	2	-3	11	.	1	-2	-2
Casp6 inh	.	.	-1	.	-2	1	-4	12	0	-3
E-sel inducer	0.9	-0.8	-0.5	0.1	0.0	-0.1	0.3	-0.1	-0.3	-2.8
esBAF inh	2	1	10	5	-13	-10	.	5	3	109*

11: COc1ccc(S(=O)(=O)N(C)C[C@H]2OCCCC[C@@H](C)Oc3ccc(N(C)C)cc3C(=O)N([C@H](C)CO)C[C@H]2C)cc1
12: C[C@@H](NC(=O)C[C@H]1C=C[C@H](NC(=O)C2CCOCC2)[C@H](CO)O1)c1ccccc1
13: O=C(NCCCN1CCCC1=O)C1CCN(S(=O)(=O)c2cccc(C(F)(F)F)c2)CC1
14: C[C@@H]1CCCCO[C@H](CN(C)Cc2ccc(Cl)c(Cl)c2)[C@H](C)CN([C@@H](C)CO)C(=O)c2cc(NC(=O)Nc3ccc(F)cc3)ccc2O1
Assay by compound	11	12	13	14
RAD52 inh	14	0	4	-52&-10
RAD54 inh	6	3	-7	4&-8
ERp5 inh	0	-2	0	-2&-2
ARNT-TACC3 inh	33	7	-4	15
PglD DTNB	2	-2	-3	-1&1
Casp6 inh	3	5	-267	-2&1
E-sel inducer	0.2	0.2	0.3	0.0
esBAF inh	13	3	.	4&-4

# All compounds of this part (from the top)
1: COc1ccc(-c2cc(C(=O)Nc3cc(C)nn3-c3ccccc3)no2)cc1
2: O=[N+]([O-])c1ccc(C[n+]2cccc(O)c2)cc1
3: CCC(C)C(=O)Nc1nc2c(s1)C(=O)CC(C)(C)C2 (centres undefined)
4: CCS(=O)(=O)Nc1ccc2c(c1)C(=O)N(C)[C@H]1CC[C@@H](CC(=O)N[C@H]3CCN(Cc4ccccc4)C3)O[C@@H]1CO2
5: O=C(Nc1cc(Cl)ccc1N1CCOCC1)c1ccc(=O)[nH]c1
6: CSc1ccc(CN2CCC(C)(Oc3ccccc3)C2)cc1 (centres undefined)
7: CC(C)CN1C(=O)CN(S(C)(=O)=O)CC1(C)C(=O)NC(C)C (centres undefined)
8: CC(=O)N[C@H]1CC[C@H](CCNC(=O)C2CCCC2)O[C@@H]1CO
Assay by compound	1	2	3	4	5	6	7	8
RAD52 inh	.	-8	2	.	-6	-2	-10	6
RAD54 inh	-11	-5	-10	-7	-3	-5	.	-5
ERp5 inh	.	3	4	.	5	-2	-5	3
ARNT-TACC3 inh	2	1	15	.	28	.	.	0
PglD DTNB	-4	-7	-1	2	-3	11	.	1
Casp6 inh	.	.	-1	.	-2	1	-4	12
E-sel inducer	0.9	-0.8	-0.5	0.1	0.0	-0.1	0.3	-0.1
esBAF inh	2	1	10	5	-13	-10	.	5

9: CC(C)CC#Cc1cnc2c(c1)C(=O)N([C@H](C)CO)C[C@@H](C)[C@H](CN(C)Cc1cncnc1)O2
10: O=C(Nc1ccc(Cl)cc1)c1ccc2nsnc2c1
11: COc1ccc(S(=O)(=O)N(C)C[C@H]2OCCCC[C@@H](C)Oc3ccc(N(C)C)cc3C(=O)N([C@H](C)CO)C[C@H]2C)cc1
12: C[C@@H](NC(=O)C[C@H]1C=C[C@H](NC(=O)C2CCOCC2)[C@H](CO)O1)c1ccccc1
13: O=C(NCCCN1CCCC1=O)C1CCN(S(=O)(=O)c2cccc(C(F)(F)F)c2)CC1
14: C[C@@H]1CCCCO[C@H](CN(C)Cc2ccc(Cl)c(Cl)c2)[C@H](C)CN([C@@H](C)CO)C(=O)c2cc(NC(=O)Nc3ccc(F)cc3)ccc2O1
15: C[C@@H]1CCCCO[C@H](CN(C)C(=O)CCCN(C)C)[C@@H](C)CN([C@@H](C)CO)C(=O)c2cc(NC(=O)CCCN(C)C)ccc2O1
16: CCc1ccc(C2=NN(CCC(=O)NCc3cccs3)C(=O)CC2)cc1
Assay by compound	9	10	11	12	13	14	15	16
RAD52 inh	10	-11	14	0	4	-52&-10	0	-7
RAD54 inh	-10	1	6	3	-7	4&-8	-3	.
ERp5 inh	-2	-2	0	-2	0	-2&-2	-1	4
ARNT-TACC3 inh	-7	-6	33	7	-4	15	0	-3
PglD DTNB	-2	-2	2	-2	-3	-1&1	4	.
Casp6 inh	0	-3	3	5	-267	-2&1	1	2
E-sel inducer	-0.3	-2.8	0.2	0.2	0.3	0.0	.	4.5
esBAF inh	3	109*	13	3	.	4&-4	1	.

17: C[C@@H]1CN([C@@H](C)CO)C(=O)c2cc(C#Cc3ccncc3)cnc2O[C@@H]1CN(C)CC1CCOCC1
18: CCOC(=O)c1cc(C#N)c(N2CCN(C(=O)c3cccc(C(F)(F)F)c3)CC2)nc1C(F)(F)F
19: CCOC(=O)C1CCCN(C(=O)CN2C(=O)NC(C)(c3ccc4ccccc4c3)C2=O)C1 (centres undefined)
20: COc1ccc(CCN(C)CC(=O)Nc2c(C)cc(C)cc2C)cc1OC
21: CCOc1ccccc1/C=C(/NC(=O)c1ccccc1)C(=O)N1CCCCC1
22: Cc1nc(N2CCN(c3ccccn3)CC2)c2c(C)c(C(=O)Nc3ccc(F)c(Cl)c3)sc2n1
23: Cc1ccc2nnnc(-c3ccccc3)c2c1
24: COc1ccccc1NC(=O)C(=O)N/N=C(\C)CC(=O)Nc1ccc(OCc2ccccc2)cc1
Assay by compound	17	18	19	20	21	22	23	24
RAD52 inh	-10	-12	14	-7	-5	-7	-9	.
RAD54 inh	3	.	3	-15	2	-1	2	3
ERp5 inh	-2	-1	-3	0	-2	-2	-1	.
ARNT-TACC3 inh	-12	-3	-5	24	33	-1	-4	-1
PglD DTNB	-1	.	4	4	-2	-1	6	1
Casp6 inh	-2	-4	12	-3	2	.	-2	.
E-sel inducer	-0.7	.	-0.1	.	0.1	.	.	.
esBAF inh	-5	.	-4	-8	8	-5	.	28

25: C[C@@H]1CN([C@H](C)CO)C(=O)Cc2cc(NC(=O)C3CC3)ccc2O[C@H]1CN(C)Cc1ccc(C(F)(F)F)cc1
26: CCn1cc(C(=O)NCc2ccc(Cl)cc2)c(=O)c2cc(S(=O)(=O)N3CCOCC3)ccc21
27: COc1cccc(NC(=O)C[C@@H]2CC[C@@H]3[C@@H](COc4ccc(NS(=O)(=O)c5cccc(F)c5)cc4C(=O)N3C)O2)c1
28: CC(C)N(CCCNC(=O)CC1Oc2ccccc2NC1=O)Cc1ccccc1 (centres undefined)
29: CO[C@H](CN(C)C(=O)c1cnccn1)[C@H](C)CN([C@@H](C)CO)S(=O)(=O)c1ccc(Cl)cc1
30: Cc1cccc(N2CC(C(=O)OCC(=O)c3ccc(OC(=O)c4cccs4)cc3)CC2=O)c1C (centres undefined)
31: COc1ccc(S(=O)(=O)N(C)C[C@H]2Oc3c(NC(=O)C4CC4)cccc3C(=O)N([C@H](C)CO)C[C@@H]2C)cc1
32: COc1ccc(-c2nc3ccc(C)cn3c2Cc2ccc(C)cc2)cc1OC
Assay by compound	25	26	27	28	29	30	31	32
RAD52 inh	5	-9	.	-16	-12	.	-1&-3	16
RAD54 inh	0	i	0	1	0	7	7&11	10
ERp5 inh	0	4	.	-8	2	.	0&3	-3
ARNT-TACC3 inh	18	-3	9	-7	-4	8	-4&0	.
PglD DTNB	3	-2	0	-2	-1	6	-3&-2	5
Casp6 inh	-1	2	.	-7	0	.	1&-11	-3
E-sel inducer	0.0	-0.1	0.3	.	0.0	.	-0.1&1.2	0.5
esBAF inh	6	1	2	-1	-4	7	2&-1	-2

33: O=S(=O)(/C=C/c1ccccc1)N1CCN(Cc2ccc3c(c2)OCO3)CC1
34: Oc1ccccc1C1=NC(c2ccccc2)NC(c2ccccc2)C1 (centres undefined)
35: COc1cccc(NC(=O)N[C@@H]2CC[C@@H](CC(=O)N3CCN(C)CC3)O[C@@H]2CO)c1
36: CC1(C)Cc2ccccc2C(=NCC(=O)O)N1
37: C(=NN1CCCCCC1)c1ccc2ccccc2n1
38: CN(C)Cc1c[nH]c2nc[nH]c(=O)c12
39: COc1ccccc1-c1nc(C#N)c(N2CCN(Cc3ccccc3)CC2)o1
40: O=C(COC(=O)c1c(F)cccc1F)Nc1cccc(S(=O)(=O)N2CCCCC2)c1
Assay by compound	33	34	35	36	37	38	39	40
RAD52 inh	-15	-17	-2	-7	-24	13	.	-130
RAD54 inh	.	-5	-4	.	-7	-5	0	3
ERp5 inh	2	-5	-2	-9	0	-1	.	2
ARNT-TACC3 inh	3	.	-7	0	-4	11	27	.
PglD DTNB	.	-1	0	.	8	4	4	-1
Casp6 inh	-1	-3	-1	0	1	-10	.	1
E-sel inducer	.	-0.2	0.0	.	0.0	-0.2	.	0.5
esBAF inh	.	-2	-2	.	-88	-4	-1	-1

41: Cc1ccc(S(=O)(=O)NNC(=O)c2ccccc2-n2cccc2)cc1
42: COc1ccccc1NC(=O)CSc1nnc(-c2ccc(NC(C)=O)cc2)n1C
43: COc1ccc(N2CCN(C(=O)CCS(=O)(=O)c3ccc4c(c3)NC(=O)CO4)CC2)cc1
44: COC(=O)C[C@@H]1CC[C@@H](NC(=O)Nc2ccc(C(F)(F)F)cc2)[C@@H](CO)O1
Assay by compound	41	42	43	44
RAD52 inh	-4	.	2	-1
RAD54 inh	-2	8	5	2
ERp5 inh	0	.	2	-3
ARNT-TACC3 inh	-5	-4	-3	-17
PglD DTNB	2	-1	6	0
Casp6 inh	0	.	1	2
E-sel inducer	0.4	.	.	0.0
esBAF inh	0	-9	-3	6
